RORg inh – qHTS for inhibitors of ROR gamma transcriptional activity; Nuclear receptor ROR-gamma (Mus musculus), P51450; Drosophila S2 Gal4-RORgamma UAS-luciferase reporter, 20 h; Potency, µM (doses to about 53.6 µM), without a hit: at the top dose activity change, negative = inhibition, most hits filed as inhibitors; 5.4% of 310,000 active; note: potency is the fitted concentration of half-maximal effect; % is set by controls: 0 for no effect and ±100 for the full control effect; nearly all actives have a fitted effect of over 60% in size
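ROR gamma transcriptional activity was tracked as Gal4-UAS luciferase output in stably transfected Drosophila Schneider cells, with compound added 1 hr before 700 uM copper sulfate induction and a 20 hr ambient-temperature incubation.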
KCNH2 3.1 inh – qHTS for Inhibitors of KCHN2 3.1: Mutant qHTS; Potassium voltage-gated channel subfamily H member 2, brain isoform KCNH2 3.1 (human); U2OS KCNH2 3.1, thallium flux FluxOr; stronger effect = lower value; activity change, % (tested at about 1.8 µM); 0.95% of 340,000 active; AID 720553, 2013;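 active = maximum activity change below -70%; inconclusive = maximum activity change from -70% to -50%; inactive = maximum activity change above -50%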;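 note: thallium influx rate constant from kinetic fluorescence after stimulation buffer; % is set by controls: 0 for no effect and ±100 for the full control effect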
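Normalized rate constant (relative to positive and negative DMSO controls) derived from a 2 min kinetic fluorescence read after stimulation; U2OS cells expressing the 3.1 isoform via virus at 1.77 x 10^8 /mL.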
Gal4-VP16 FLuc – VP16 counterscreen qHTS for inhibitors of ROR gamma transcriptional activity. Drosophila S2 Gal4-VP16 UAS-luciferase, luminescence, 20 h. Potency, µM (highest dose often 53.6 µM), for inactives: at the highest dose activity, negative = inhibition, actives largely listed as inhibitors. 3.5% of 310,000 active;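 note: Gal4-VP16 expression switched on by copper sulfate through the metallothionein promoter; potency is the fitted concentration of half-maximal effect; % is set by controls: 0 for no effect and ±100 for the full control effect; nearly all actives have a fitted effect of over 50% in size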
ELG1 DNA repair – qHTS screen for small molecules that inhibit ELG1-dependent DNA repair in human embryonic kidney (HEK293T) cells expressing luciferase-tagged ELG1 | HEK293T ELG1-luciferase reporter, luminescence, 16 h; DNA damage induced by 5-fluorouridine | Potency, µM (doses to about 46.1 µM), for inactives: top-dose activity change, negative = inhibition, hits mostly inhibitors | 2.3% of 330,000 active; note: potency is the fitted concentration of half-maximal effect; % is set by controls: 0 for no effect and ±100 for the full control effect; nearly all actives have a fitted effect of over 55% in size
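Reporter activity after DNA damage by 5-fluorouridine is monitored. Compound-treated cells incubate 16 hr at 37 °C, then ONE-Glo is added for 30 min before luminescence reading.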
Mito fusion act – qHTS Assay for Small Molecule Inhibitors of Mitochondrial Division or Activators of Mitochondrial Fusion. S. cerevisiae fusion-defective mutant growth rescue, CellTiterGlo 48 h. Potency, µM (highest dose often 46.1 µM), for inactives: top-dose growth rescue (activation), hits mostly activators. 0.23% of 320,000 active. AID 485298, 2010;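 note: potency is the fitted concentration of half-maximal effect; % of control where 0% means no effect; nearly all actives have a fitted effect of over 45% in size; temperature-sensitive fusion mutants such as fzo1-1 at 37 °C on non-fermentable ethanol glycerol medium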
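Growth-rescue viability read-out: after 48 h at the non-permissive 37C in glycerol/ethanol YPEG, yeast mitochondrial fusion mutants are measured by CellTiterGlo luminescence; compounds (23 nl pinned per well) restoring growth score as division inhibitors or fusion activators.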
PKM2 activator – qHTS Assay for Activators of Human Muscle isoform 2 Pyruvate Kinase. Pyruvate kinase PKM (Homo sapiens), P14618. purified PKM2, Kinase-Glo ATP luminescence, activation; response scale: 0% is enzyme alone, no compound. Potency, µM (titrated, usually from 57.5 µM), for the others: at the top dose activation, usual class: activators. 0.34% of 260,000 active. AID 1631, 2009; note: potency is the fitted concentration of half-maximal effect; % is set by controls: 0 for no effect and ±100 for the full control effect; nearly all actives have a fitted effect of over 55% in size
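Kinase-Glo luminescence reports ATP generated from ADP (0.1 mM) and PEP (0.5 mM) by purified hPK-M2 after 1 h at room temperature, pH 7.2 imidazole buffer; intermediate enzyme activity allows detecting inhibitors and activators.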
FLuc modulator – qHTS profiling assay for firefly luciferase inhibitor/activator using purifed enzyme and Km concentrations of substrates (counterscreen for miR-21 project); Luciferin 4-monooxygenase (Photinus pyralis), P08659; purified FLuc, Km substrates, luminescence inhibition; Potency, µM (series often up to 57.5 µM), inactives show top-dose activity change, negative = inhibition, hits mostly inhibitors; 6.9% of 360,000 active; AID 588342, 2011;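 note: potency is the fitted concentration of half-maximal effect; plate controls were vehicle for no effect and reference inhibitor for full effect; nearly all actives have a fitted effect of over 55% in size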
Target sequence (P08659 whole entry, looked up): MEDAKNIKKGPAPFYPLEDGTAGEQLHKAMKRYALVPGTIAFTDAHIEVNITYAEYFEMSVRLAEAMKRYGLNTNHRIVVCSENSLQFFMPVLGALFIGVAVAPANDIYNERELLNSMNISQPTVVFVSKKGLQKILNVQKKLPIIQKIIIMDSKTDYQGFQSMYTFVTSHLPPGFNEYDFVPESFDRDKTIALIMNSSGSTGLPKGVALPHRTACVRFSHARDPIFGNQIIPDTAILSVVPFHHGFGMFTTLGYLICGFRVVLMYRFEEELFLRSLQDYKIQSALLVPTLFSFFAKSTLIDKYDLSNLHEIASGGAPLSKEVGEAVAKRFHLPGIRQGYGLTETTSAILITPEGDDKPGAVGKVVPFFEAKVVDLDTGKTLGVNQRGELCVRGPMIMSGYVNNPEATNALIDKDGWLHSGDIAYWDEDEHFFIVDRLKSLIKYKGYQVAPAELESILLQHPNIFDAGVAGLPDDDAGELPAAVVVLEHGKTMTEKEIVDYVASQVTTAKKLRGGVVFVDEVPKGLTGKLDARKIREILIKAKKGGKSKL
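Purified P. pyralis luciferase, 10 nM final, with Km-level 10 uM D-luciferin and 10 uM ATP in 50 mM Tris acetate pH 7.5, 10 mM Mg acetate, 0.01% Tween-20, 0.05% BSA; 6-point qHTS titration about 60 µM downward; luminescence read.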
Rab9 promoter act – qHTS Assay for Rab9 Promoter Activators | Huh7 Rab9 promoter-luciferase reporter, luminescence, 24 h | Potency, µM (highest dose often 9.22 µM), without a hit: at the highest dose activation, negative = inhibition, usual class: activators | 2.8% of 320,000 active | AID 485297, 2010; note: potency is the fitted concentration of half-maximal effect; % of control where 0% means no effect; nearly all actives have a fitted effect of over 60% in size
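Promoter activation is measured as luciferase luminescence in Huh7 cells stably transfected with a Rab9 promoter–luciferase construct, following 24 h compound exposure at 37 °C and 10 min reagent incubation at ambient temperature.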
MBNL1 CUG block – qHTS Assay for Inhibitors of MBNL1-poly(CUG) RNA binding | Muscleblind-like protein 1 (Homo sapiens), Q9NR56 | 0.036% of 280,000 active | TR-FRET MBNL1-His/biotin-(CUG)12 binding, 665/545 ratio | Potency, µM (series often up to 57.5 µM), for inactives: at the top dose activity change, negative = inhibition, usual class: inhibitors; active = well fitted inhibition curve with a large enough effect in the signal ratio, with a control signal flat, not every such curve was filed as active; inconclusive = small, poorly fitted or top-dose-only effect, or effect the other way, or a change in a side signal; inactive = no such curve, though single readings can be large or run the other way; the % refers to the signal ratio; note: potency is the fitted concentration of half-maximal effect; % is set by controls: 0 for no effect and ±100 for the full control effect
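Inhibition of protein-RNA binding appears as loss of TR-FRET between terbium anti-His antibody on MBNL1-His and streptavidin-XL665 on biotin-(CUG)12. Activity is normalized to buffer-only and uninhibited-complex controls.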
Menin MLL FP TR – qHTS Assay for Inhibitors Targeting the Menin-MLL Interaction in MLL Related Leukemias: Competition With Texas Red Labeled MLL-derived Mutant Peptide; O00255; Menin + Texas Red MLL mutant peptide, fluorescence polarization; Potency, µM (series often up to 61.6 µM), inactives show top-dose FP activity change, negative = inhibition, actives largely listed as inhibitors; 0.23% of 270,000 active; active = well fitted inhibition curve with a large enough effect in the polarisation, with a control signal flat, not every such curve was filed as active; inconclusive = small, poorly fitted or top-dose-only effect, or effect the other way, or a change in a side signal; inactive = no such curve, though single readings can be large or run the other way; the % refers to the polarisation; note: potency is the fitted concentration of half-maximal effect; % of control where 0% means no effect; many of its hits are not listed in these tables
Target sequence (O00255 whole entry, looked up): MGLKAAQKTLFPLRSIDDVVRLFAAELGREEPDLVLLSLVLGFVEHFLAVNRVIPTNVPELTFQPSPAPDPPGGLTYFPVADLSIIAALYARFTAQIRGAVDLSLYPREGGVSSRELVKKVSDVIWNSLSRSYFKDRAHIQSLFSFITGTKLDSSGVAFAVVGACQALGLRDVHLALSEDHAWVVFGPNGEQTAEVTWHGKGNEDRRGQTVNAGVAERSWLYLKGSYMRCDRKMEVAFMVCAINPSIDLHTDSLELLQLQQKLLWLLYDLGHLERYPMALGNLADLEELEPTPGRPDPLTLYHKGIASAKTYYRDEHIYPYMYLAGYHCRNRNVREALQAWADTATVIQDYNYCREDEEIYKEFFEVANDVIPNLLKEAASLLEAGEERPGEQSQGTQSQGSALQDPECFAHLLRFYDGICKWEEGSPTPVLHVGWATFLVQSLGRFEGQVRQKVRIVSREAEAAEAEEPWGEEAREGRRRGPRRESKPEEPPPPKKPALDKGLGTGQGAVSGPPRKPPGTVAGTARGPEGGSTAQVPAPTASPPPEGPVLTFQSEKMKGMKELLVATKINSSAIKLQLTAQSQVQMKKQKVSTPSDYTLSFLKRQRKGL
NPC1 prom act – qHTS Assay for NPC1 Promoter Activators; Huh7 NPC1 promoter luciferase reporter, 24 h; AID 485313, 2010; Potency, µM (series often up to 9.22 µM), for the others: top-dose activation, actives largely listed as activators; 2.4% of 320,000 active;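 note: potency is the fitted concentration of half-maximal effect; % of control where 0% means no effect; nearly all actives have a fitted effect of over 60% in size; reporter is driven by a mutant NPC1 promoter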
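In 1536-well qHTS, Huh7 cells harboring an NPC1 promoter–luciferase construct received compound for 24 h; activation was quantified by luminescence following luciferase reagent addition.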
* marks the source's active call; other numbers are inactive results; u = inconclusive; x = not tested or not shown; & = joins results of further samples; [ ] = another dose, or the depositor's remark. Unless noted, calls come from the whole dose curve; as a rule, active = well fitted curve in the direction sought with a large enough effect; inconclusive = small, poorly fitted or top-dose-only effect, or another doubt; inactive = no such curve, though single readings can be large; an effect the other way counts as inactive or inconclusive. This is a subset (hit frequency here may not be typical).

SMILES	RORg inh	KCNH2 3.1 inh	Gal4-VP16 FLuc	ELG1 DNA repair	Mito fusion act	PKM2 activator	FLuc modulator	Rab9 promoter act	MBNL1 CUG block	Menin MLL FP TR	NPC1 prom act
Cc1cccc(C)c1NC(=O)CN(C)C(=O)c1ccc2c(=O)n3c(nc2c1)CCC3	x	2	x	9%	-5%	x	0%	-1%	x	x	1%
CC(Sc1nnc(-c2ccco2)n1C)C(=O)Nc1ccc(N2CCOCC2)cc1 (stereo unspecified)	x	13	x	23%	2%	x	u	-8%	x	x	2%
CSc1nnc(N2C(=O)C(O)=C(C(=O)c3ccco3)C2c2cccc(Cl)c2)s1 (stereo unspecified)	-44%	-8	-2%	10%	11%	x	-19%	0%	u	x	0%
Cc1cc(C)c2c(-n3cccc3)c(C(=O)NNS(=O)(=O)c3ccccc3)sc2n1	-1%	6	-13%	-3%	1%	-4%	-1%	-3%	u	x	1%
CCc1ccc(CN(C)C(=O)C2CCC(=O)N(CCc3ccc(OC)cc3)C2)nc1 (stereo unspecified)	-12%	-1	-4%	-2%	-4%	x	1%	0%	-7%	-27%	-4%
COc1ccc(C2CC(=O)c3cc(OC)c(OC)cc32)cc1OC (stereo unspecified)	28%	-1	-8%	1%	3%	11%	-1%	9%	-3%	x	-2%
COc1ccc(-c2nnc3n2N=C(c2ccccc2)CS3)cc1OC	32%	x	-4%	-3%	4%	-6%	1%[2.3 µM]	10%	8%	-25%	0%
O=C(Nc1nc2c(F)cccc2s1)c1ccc([N+](=O)[O-])o1	u	1	u	u	-2%	-14%	u	u	u	30%[activator]	4µM*
COc1ccccc1Nc1ncccc1C(=O)O	u	-1	-11%	7%	2%	-3%	-19%	5%	-3%	5%	-5%
CCc1cccc(N(C(=O)c2csnn2)C(C(=O)NC2CCCC2)c2cccnc2)c1 (stereo unspecified)	0%	-2	0%	0%	3%	-2%	0%	0%	-3%	-1%	-4%
COc1ccc(-c2noc(=O)[nH]2)cc1	8%	-23	5%	7%	0%	-9%	-24%	1%	-8%	-16%	0%
Cc1n[nH]c(=S)n1/N=C/c1ccc(OCc2ccc(Cl)cc2)cc1	5.6µM*	-11	-13%	u	-14%	1%	19µM*	13%	2%	7%	15%
CNC(=O)CSc1nc2cccnc2n1C1CCCCC1	-2%	-24	1%	16%	-4%	1%[11.5 µM]	2%	0%	3%	-12%	1%
COCCCNC(=S)Nc1ccc(N2CCCCC2)cc1	18µM*	-30	u	10%	0%	-3%	-6%	13%	-3%	-13%	11%
CCN(C(=O)CSc1nncs1)c1c(N)n(Cc2ccccc2)c(=O)[nH]c1=O	7%	-1	-2%	4%	4%	23%	3%	-4%	-4%	-1%	1%
CCN(CCCNC(=O)C1CCC(=O)N1C1CCCC1)c1cccc(C)c1 (stereo unspecified)	24%	-7	-9%	3%	4%	-2%	4%	-6%	2%	1%	0%
Cc1cc(=O)oc2c(C)c(OCC(=O)NC3CC(C)(C)NC(C)(C)C3)ccc12	-10%	-19	-15%	u	17%	x	2%	-1%	-8%	x	-3%
O=[N+]([O-])c1ccc2nc(-c3ccc(OC(F)F)cc3)cn2c1	-7%	-2	-1%	u	2%	-3%	u	1µM*	u	u	1µM*
CCCc1cc(=O)oc2cc(C)cc(OCC(=O)NC3CC3)c12	-4%	3	13%	-7%	8%	-1%	0%	0%	4%	-1%	0%
O=C(c1ccc2c(c1)[nH]c(=S)n1c3ccccc3nc21)N1CCN(c2ncccn2)CC1	4%	-8	0%	0%	4%	10%	2%	7%	-7%	u	1%
O=C1C(Cc2ccccc2)Nc2ncnc(N3CCOCC3)c2N1Cc1ccc(Br)cc1 (stereo unspecified)	x	-1	x	-23%	1%	x	1%	-4%	x	x	0%
Nc1ccc(S(=O)(=O)N2CCCC2)cc1	-2%	6	0%	15%	3%	1%	5%	3%	5%	1%	0%
O=C(O)CSCc1cnn(-c2ccccc2)c1-n1cccc1	1%	-17	3%	u	10%	-6%	u	-1%	-1%	35%[activator]	-2%
Cc1nn(C)c(NC(=O)c2ccc([N+](=O)[O-])cc2)c1Cl	-2%	6	2%	-13%	-5%	6%	-3%	-2%	u	x	1%
COc1ccc2c(CC(=O)OCC(=O)Nc3ccccc3[N+](=O)[O-])coc2c1	-7%	23	-10%	u	u	8%	0%	-2%	u	17%	1%
Cc1cc2c(cc1S(N)(=O)=O)S(=O)(=O)CCC2	-1%[2.98 µM]	-18	-20%[17 µM]	9%	4%	x	-1%	-1%	x	-10%[24.8 µM]	-3%
O=C(Cn1c(=O)c2c(ncn2Cc2ccccc2)n(Cc2ccccc2)c1=O)N1CCc2ccccc21	3%	-3	-4%	u	1%	-5%	0%	-14%	u	x	-2%
COc1ccc(NC(=O)c2cccc(N3C(=O)C4C5CCC(C5)C4C3=O)c2)cc1 (stereo unspecified)	1%	-4	3%	u	2%	-8%	u	-4%	-4%	x	0%
O=C(O)c1cccc(N(CCO)CCO)c1	-5%	10	3%	6%	-2%	-1%	2%	-2%	-1%	x	-2%
CC(=O)N/C(=C\c1ccccc1)C(=O)OCc1cc(C)ccc1C	11%	7	-2%	12%	-7%	1%	2%	-4%	1%	u	-2%
COc1cccc(OCC(=O)NC2CCCCCC2)c1	x	-5	x	u	1%	x	-18%	10%	x	x	13%
CCN(CC(=O)Nc1c(F)cccc1F)C(=O)CCc1nc2cc(S(=O)(=O)N3CCOCC3)ccc2n1C	x	7	x	9%	1%	x	4%	1%	x	x	-1%
CC(=O)Nc1ccc(SCC(=O)Nc2oc(C)c3c(C)n[nH]c(=O)c23)cc1	x	1	x	0%	4%	x	4%	0%	x	x	-1%
CCc1ccc(S(=O)(=O)Nc2cc3c(cc2N2CCOCC2)n(C)c(=O)c(=O)n3C)cc1	10%	-5	-3%	0%	-9%	x	2%&-6%	2%	8%	-2%	-4%
CC(C(=O)NC1CCCC1)N(c1ccc(Oc2ccccc2)cc1)S(C)(=O)=O (stereo unspecified)	33%	3	1%	u	11%	-23%	-1%	-2%	-4%	-7%	0%
COC(=O)CCC(=O)Nc1nccs1	12%	2	-2%	14%	-1%	-2%	-3%	-4%	-8%	0%	-3%
COc1ccc(NC(=O)Nc2ccon2)cc1OC	-13%	6	-6%	-1%	0%	-15%	4%	8%	u	8%	-2%
CCOc1ccc(CNC(=O)C2CCCN(S(C)(=O)=O)C2)cc1OC (stereo unspecified)	21%	3	-4%	-2%	-7%	-7%	3%	u	5%	1%	1%
CSc1ccc(NC(=O)NCc2ccccc2)cc1	13%	19	10%	u	-6%	0%	u	4.5µM*	x	x	4.5µM*
Cc1ccc(-n2nc3c(=O)n(CC(=O)NCc4cccs4)nc(C)c3c2C)cc1	-7%	9	-2%	-15%	-1%	x	0%	3%	-2%	-22%	-4%
O=C(NCCS(=O)(=O)NC1CCCCC1)c1ccccc1	x	15	x	11%	3%	x	3%	-1%	x	x	-2%
O=C(O)C1CCCN1S(=O)(=O)c1ccc2c(c1)CCC2 (stereo unspecified)	0%	3	-9%	-9%	0%	0%	-3%	3%	-7%	0%	-4%
Cc1[nH]c2ccccc2c1SCC(=O)N1CCN(c2ccccc2)CC1	-11%	0	-8%	-14%	10%	7%	1%	-3%	0%	2%	-3%
COc1ccc2c(c1)C(c1ccccc1)NC(=O)C2 (stereo unspecified)	x	-5	x	7%	-7%	x	0%	-3%	x	x	0%
COc1ccccc1CC(=O)Nc1ccc(S(=O)(=O)N(C)C2CCN(C)CC2)cc1	x	7	x	2%	-7%	x	4%	0%	x	x	-1%
Cc1ccc(C(=O)NC(C)c2nnc(SCC(=O)NC3CCCC3)n2C)cc1 (stereo unspecified)	4%	-11	1%	6%	-1%	1%	1%	0%	-2%	x	1%

Screening data deposited in PubChem by National Center for Advancing Translational Sciences (NCATS).
